ARFGAP1 inh: inhibitors of rat ARFGAP1 GAP activity, primary screen, biochemical, fluorescence polarization, GDP tracer. ADP-ribosylation factor GTPase-activating protein 1 (Rattus norvegicus), Q62848. Arfgap1-stimulated ARF1 GTP hydrolysis, GDP FP detection. 360,000 compounds, 0.26% hits. AID 651572, 2012. inhibition, % at 16.5 µM;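 active = inhibition above a per-plate limit, mean inhibition of low control wells plus 3 SD, cut at about 25% in these data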;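 note: 0% = DMSO wells with enzyme and 100% = wells lacking Arfgap1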
Target sequence (Q62848 1-136 limits assumed): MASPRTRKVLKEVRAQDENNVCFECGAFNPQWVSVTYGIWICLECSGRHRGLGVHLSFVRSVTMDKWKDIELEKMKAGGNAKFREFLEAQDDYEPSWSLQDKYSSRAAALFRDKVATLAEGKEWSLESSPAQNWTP
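System: truncated rat Arfgap1 GAP domain / Benchmarks: high control wells lacking Arfgap1, low control full reaction with DMSO / Times: compound-enzyme preincubation 20 min, reaction 120 min, detection 60 min, 25 °C / Repeats: one replicate per compound / Also added: human ARF1(Δ1-17)-GTP substrate / Measured by: Tracer-displacement fluorescence polarization with EDTA stop, 620/688 nm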
mABHD4 FP: ABHD4 inhibitors, primary screen, biochemical, fluorescence polarization, mouse. (Lyso)-N-acylphosphatidylethanolamine lipase (Mus musculus), Q8VD66. purified mABHD4, FP-Rh probe fluorescence polarization. inhibition, % at 8.92 µM. 370,000 compounds, 0.54% hits. AID 720543, 2013;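 active = inhibition exceeding the mean over every tested compound plus 3 SD, cut at about 30% in these data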;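 note: 0% = plate median of compound wells and 100% = S159A mutant with DMSO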
Target sequence (Q8VD66 whole entry, looked up): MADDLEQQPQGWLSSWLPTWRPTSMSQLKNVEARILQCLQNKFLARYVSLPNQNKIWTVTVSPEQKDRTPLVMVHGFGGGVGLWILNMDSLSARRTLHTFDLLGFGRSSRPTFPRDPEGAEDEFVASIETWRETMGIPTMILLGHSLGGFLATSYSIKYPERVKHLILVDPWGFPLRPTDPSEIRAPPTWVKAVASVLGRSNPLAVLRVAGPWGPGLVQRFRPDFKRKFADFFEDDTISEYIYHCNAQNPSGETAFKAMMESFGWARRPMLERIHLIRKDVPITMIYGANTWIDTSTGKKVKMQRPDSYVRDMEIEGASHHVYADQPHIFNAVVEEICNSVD
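system = mouse ABHD4 enzyme, wild type | medium = HEPES pH 7.0, NaCl, Pluronic buffer | also added = FP-Rh probe | incubation = Enzyme–compound pre-incubation 45 min, then probe 60 min, both 25 °C | technique = fluorescence polarization, excitation 525 nm, emission 598 nm, BODIPY TMR filters | controls = S159A mutant high control, sample median low control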
GC-B act: human GC-B receptor activators, primary screen, HEK293 GC-B cells, cGMP TR-FRET, EC30 CNP | 370,000 compounds, 0.11% hits | activation, % at 10 µM | 0% at EC30 CNP, 100% saturating CNP | Atrial natriuretic peptide receptor 2 (Homo sapiens), P20594;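 active = activation at 10 µM reaching about 35% in either raw or pattern-adjusted values, limit read from the data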
Rev-erbA mod: modulators of Rev-erb alpha DNA binding, primary screen, biochemical, FITC-DNA, fluorescence polarization, uHTS; Rev-erbα–FITC-DNA binding, 90 min; activity, % at 10 µM; 370,000 compounds, 0.79% hits;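 active = activity above about 14%, limit read from the data; passing the limit was not always enough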;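 note: 0% = DMSO wells with 35 nM protein and 100% = DMSO wells with 750 nM protein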
PG9 Ab binder: binders of HIV-1 gp120 antibody PG9, primary screen, biochemical, TR-FRET | HIV-1 gp120 / PG9 antibody interaction | TR-FRET gp120-PG9 antibody binding | inhibition, % at 6.7 µM | 360,000 compounds, 0.43% hits; in the data active = inhibition above about 8.5%
SMARCA2 activ: SMARCA2 (BRM) function activators, primary screen, cell-based, luminescence, high throughput | MG213 cells, MMTV-luciferase reporter, dexamethasone, overnight | activation, % at 9.1 µM | 370,000 compounds, 1% hits | AID 652017, 2013; in the data active = activation above about 7.8%;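 note: 0% = vehicle wells and 100% = reference activator wells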
rCAG RNA binder: binders of r(CAG) RNA repeats, primary screen, biochemical, fluorescence; r(CAG) RNA repeat, TO-PRO-1 dye displacement fluorescence; inhibition, % at 3 µM; 370,000 compounds, 1.3% hits;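 active = inhibition above the plate cutoff, the mean of all test compounds on that plate plus 3 SD, cut at about 35% in these data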;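 note: 0% = DMSO alone and 100% = 100 µM mitoxantrone as full dye displacement; higher means more dye released from RNA so lower well fluorescence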
HTRA1 inh: HTRA1 serine protease inhibitors, primary screen, biochemical, fluorescence polarization, HTS. 340,000 compounds, 0.5% hits. inhibition, % at 5.96 µM. recombinant HTRA1, FP-rhodamine activity-based probe; in the data active = inhibition above about 36%;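 note: 0% = enzyme with DMSO and 100% = wells lacking enzyme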
NPR1 activator: GC-A stimulated cGMP production enhancers – HEK293 GC-A cells, cGMP TR-FRET, EC30 ANP, primary screen; Atrial natriuretic peptide receptor 1 (Homo sapiens), P16066; 370,000 compounds, 0.14% hits; activation, % at 10 µM; AID 1671463, 2021; 0% at EC30 ANP, 100% saturating ANP; in the data active = activation above about 40%
ASAP1 GAP inh: inhibitors of human ASAP1 ArfGAP activity, primary screen, biochemical, fluorescence polarization. Arf-GAP with SH3 domain, ANK repeat and PH domain-containing protein 1 (Homo sapiens), …. ASAP1-stimulated ARF1 GTP hydrolysis, GDP FP detection. inhibition, % at 16.5 µM. 360,000 compounds, 0.19% hits; in the data active = inhibition above about 25%;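 note: 0% = vehicle with enzyme and substrate and 100% = no enzyme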
Target sequence (Q9ULH1 325-724 limits assumed): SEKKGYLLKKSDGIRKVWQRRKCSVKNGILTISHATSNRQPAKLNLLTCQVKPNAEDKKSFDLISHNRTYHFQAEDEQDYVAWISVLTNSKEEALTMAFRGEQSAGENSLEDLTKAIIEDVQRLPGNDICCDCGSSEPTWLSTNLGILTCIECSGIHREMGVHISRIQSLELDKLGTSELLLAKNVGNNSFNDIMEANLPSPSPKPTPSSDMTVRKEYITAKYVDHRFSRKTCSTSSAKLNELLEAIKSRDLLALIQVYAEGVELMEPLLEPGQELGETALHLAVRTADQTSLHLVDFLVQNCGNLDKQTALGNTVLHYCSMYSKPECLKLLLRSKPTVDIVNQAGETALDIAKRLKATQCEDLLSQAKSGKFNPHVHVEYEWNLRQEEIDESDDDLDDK
* = called active by the depositor; . = not tested or not shown.

SMILES	ARFGAP1 inh	mABHD4 FP	GC-B act	Rev-erbA mod	PG9 Ab binder	SMARCA2 activ	rCAG RNA binder	HTRA1 inh	NPR1 activator	ASAP1 GAP inh
COC(=O)[C@]12C[C@H](CC(=O)N3CCC(c4ccccc4)CC3)C(=O)N(CCC3=CCCCC3)C1=C[C@H](COCc1ccccc1)O[C@@H]2C	12.2	-4.1	1.5	-8.0	-0.4	1.3	7.2	.	-2.2	-6.5
CCN1CCN(C(=O)c2nn(-c3ccc(OC)cc3)c(=O)c3c2c2ccccc2n3C)CC1	-44.0	-2.7	-5.2	-0.4	-2.3	1.3	-5.9	1.4	-0.5	-2.2
Cc1ccccc1Nc1nc(N)nc(CSc2ccc(F)cc2)n1	-6.6	0.9	-2.0	-2.8	-0.7	3.0	-2.6	-8.7	6.9	3.4
CC(=O)Nc1cc(-c2ccc(C(=O)N3CCOCC3)cc2)cn2c(-c3ccc(C(C)=O)cc3)cnc12	6.5	-4.1	2.4	-2.7	-1.8	-5.1	9.6	.	3.4	3.4
COc1ccc2c(c1)OC[C@H]1[C@H]2N2C(=O)CN(Cc3ccccc3)C(=O)[C@@]2(C)[C@H]1c1ccccc1	3.6	-12.8	-3.2	1.7	-3.8	0.5	-32.1	-20.2	-5.6	2.1
C[C@@H]1CN([C@H](C)CO)C(=O)c2c(c3ccccc3n2C)-c2ccccc2CO[C@H]1CN(C)C(=O)Nc1ccccc1	3.5	-4.0	-3.3	4.6	1.1	-4.8	6.0	-7.4	-1.4	-8.7
CCc1nnc(NC(=O)CCC(=O)N2CCN(Cc3ccc(F)cc3)CC2)s1	-4.0	2.3	1.3	-7.8	-3.1	-2.7	-7.9	4.8	2.6	1.2
Cc1[nH]n(-c2ccc(Cl)cc2)c(=O)c1C=NC12CN3CN(CN(C3)C1)C2	4.4	-1.2	3.7	-2.1	-0.4	-2.4	-3.7	3.1	3.5	-21.6
CC(C)(C)N(CC#CCC(O)(c1ccccc1)C1CCCC1)CCO (stereo unspecified)	3.7	-2.3	-4.5	2.7	-0.6	-1.8	-11.7	3.2	-1.1	4.3
C=CCC[C@@H](Cc1ccc(F)cc1)C(=O)OC[C@H](C)NC(=O)[C@@H](CC=C)CC(=O)N(CCO)Cc1ccccc1	-6.2	-14.7	-7.1	13.1*	0.9	-5.4	0.8	-23.7	-13.1	-8.2
Cc1ccccc1OCC(O)CN1CCCCC1 (stereo unspecified)	0.8	5.7	-1.2	-1.2	2.1	-5.5	-1.5	-1.8	2.9	2.6
Cc1cccc(C2NC(=O)c3ccccc3N2)c1 (stereo unspecified)	-0.3	3.1	-1.6	1.2	-0.8	2.6	0.0	1.9	1.7	8.9
COc1ccc(CNCc2ccc(OC)c3ccccc23)cc1	7.0	8.9	-4.9	-4.0	-0.2	0.2	5.8	-1.1	-11.7	8.6
Cc1nc(SCC(=O)NC(=O)NC(C)C)nc(C)c1C	5.7	0.6	2.7	4.8	-1.5	2.4	-6.8	-2.2	0.1	3.1
C=CCSc1ncccc1C(=O)NCCc1ccccc1	15.5	0.6	5.5	6.8	-1.6	3.4	-5.4	0.9	8.1	9.7
C[C@@H]1CN([C@@H](C)CO)C(=O)c2cc(Br)cnc2O[C@H]1CN(C)C(=O)c1cccc(F)c1	6.6	10.2	5.6	3.9	-0.1	-3.3	0.6	3.4	-6.3	-11.8
CC(C)(C)c1ccc(S(=O)(=O)N2CCCC2C(=O)NC2=NCCS2)cc1 (stereo unspecified)	2.7	1.5	8.2	3.8	-1.9	-0.7	-2.5	-4.2	-3.1	19.9
Cc1ccccc1NC(=O)OCCN1CCCC12CCC(c1ccccc1)CC2 (stereo unspecified)	.	3.9	-11.7	-4.5	.	.	.	.	-8.3	.
COc1ccc(-c2coc3cc(OC4OC(CO)C(O)C(O)C4O)ccc3c2=O)cc1 (stereo unspecified)	-0.9	1.4	-1.3	1.9	0.0	1.1	-1.3	3.2	0.9	-9.9
O=C(Nc1ccccc1)N1C(=O)C2(OCCO2)c2ccccc21	-10.2	-2.0	-6.2	2.2	0.7	-2.8	4.0	-2.6	-1.3	8.2
O=c1[nH]c(NCCCO)nc2c1C1(CCCC1)Cc1ccccc1-2	-3.1	9.5	5.2	0.5	-1.2	-4.2	-0.6	-1.3	7.5	0.1
Cn1c(SCC(=O)c2ccccc2)nc2cccnc21	6.4	0.6	-2.6	7.1	0.5	-3.0	-5.3	6.6	1.3	-7.6
CCOC(=O)c1[nH]c2ccccc2c1NC(=O)c1nonc1C	12.0	0.1	-5.5	-6.0	0.6	0.0	1.5	-5.8	-2.8	-4.2
Cc1cc(C(=O)NC2CCCN(Cc3ccc(Cl)cc3)C2)n(C)n1 (stereo unspecified)	2.3	4.0	0.0	-1.5	0.2	-3.5	-4.5	3.7	-2.9	3.6
Cc1cccc(C(C)C)c1NC(=O)COC(=O)CCN1C(=O)C2CC=CCC2C1=O (stereo unspecified)	5.8	3.0	0.7	-3.9	-1.0	-2.6	-6.0	6.0	-0.6	-3.1
NS(=O)(=O)c1cccc(NC(=O)C2CC(=O)N(Cc3ccco3)C2)c1 (stereo unspecified)	7.9	6.7	1.0	-1.0	-3.3	2.2	2.1	8.6	6.2	8.8
CCN(CC)S(=O)(=O)c1cc(NC(=O)COC(=O)c2c(C)noc2C)ccc1C	-2.7	-5.3	1.4	-0.7	-2.9	-1.6	-0.5	17.7	3.2	5.5
Cc1ccccc1C(=O)Nc1cc(-c2cc(C(C)(C)C)oc2C)nn1C	5.9	-10.2	-8.3	-3.4	-1.6	-3.5	-0.9	-11.3	-3.1	7.9
CC(C)CCN1CCNC(=O)C1CC(=O)NCCCN1CCOCC1 (stereo unspecified)	6.3	0.7	0.1	-6.5	-0.8	-0.6	-6.2	10.4	0.5	2.7
CNC(=O)Nc1nnc(C(C)(C)C)s1	9.8	10.2	0.1	9.1	1.4	-4.7	-2.8	-1.7	3.9	-2.5
Cc1ccc([N+](=O)[O-])c(OCCN2CCNCC2)c1	13.3	14.8	-4.5	-3.4	-2.3	2.4	4.7	14.4	-1.2	-16.2
CSc1ccc(Cl)c(C(=O)NNC(=O)c2csc(N3CCOCC3)n2)c1	-6.2	6.7	-3.0	3.3	2.3	-1.6	2.5	-2.5	-2.8	-0.3
COc1ccc2cc(-c3[nH]ncc3CN3C[C@@H]4CCC[C@H]3C4)ccc2c1	-1.6	1.0	-3.8	2.7	0.6	7.0	7.5	-16.4	-14.9	-12.0
COCCN(C(=S)Nc1ccc(OC)cc1)C1CCN(C(C)=O)CC1	-4.7	0.5	4.2	4.8	1.7	-4.4	-1.1	-0.1	-1.0	-9.8
CCOC(=O)C1=C(C)N(C)C(=O)NC1c1cc2c(cc1[N+](=O)[O-])OCO2 (stereo unspecified)	2.0	12.0	-6.9	-12.1	0.3	1.5	7.3	17.9	-6.9	-11.9
CCc1ccc(/C=C2\SC(=S)N(CCCC(=O)NCCCN3CCOCC3)C2=O)cc1	13.9	-19.8	4.0	-5.8	-4.5	-12.6	3.6	-8.9	-2.9	-1.4
COc1ccc(N2C(=O)CC(Nc3cccc(C(C)=O)c3)C2=O)cc1OC (stereo unspecified)	4.3	-2.6	-1.0	0.5	-2.7	1.3	7.1	-0.1	-3.1	10.2
O=C(O)CN1C(=O)C2(OCCO2)c2cc(Br)ccc21	5.1	-5.8	2.8	1.2	0.0	-2.4	-0.2	1.9	3.5	9.4
CCc1cccc(NC(=O)C2CCCN2S(=O)(=O)c2cccc3cccnc23)c1 (stereo unspecified)	1.9	1.1	-2.1	4.4	0.3	-2.0	-1.7	-7.4	-4.2	-3.7
CC(c1nnc(SCn2nnc3ccccc3c2=O)n1-c1ccc(Cl)cc1)N(C)C (stereo unspecified)	-0.1	-9.3	-2.4	3.1	-0.1	-3.2	-1.4	-2.3	-4.6	-2.0
COC(=O)c1c(C)nc(C)c2c(=O)oc3ccccc3c12	2.0	5.8	-1.1	-2.1	-1.1	-0.3	2.1	4.0	-2.1	-3.9
O=C1N(c2ccccc2C(F)(F)F)O[C@@]1(c1ccccc1)C1CCCCC1	11.8	-5.5	-6.6	3.0	-0.3	-0.2	6.7	-12.2	-1.3	-10.0
Cc1ccc(C(=O)NNC(=O)c2cc3cc4ccccc4nc3s2)cc1	13.8	-3.8	-0.1	-1.2	-0.9	-0.2	18.8	-14.9	-2.6	-4.6
Cc1ccc(C(=O)NCC(=O)N2CCCC(C(F)(F)F)C2)s1 (stereo unspecified)	7.7	-2.1	-1.3	0.1	-1.1	1.1	-0.9	-2.6	1.7	6.4
O=C(c1cnn2c(C(F)(F)F)cc(-c3ccccc3)nc12)N1CCCc2ccccc21	-10.4	0.3	-6.9	0.1	-1.4	-0.9	-2.4	-1.8	-4.9	6.1
O=C(Nc1ccc2c(c1)OCO2)[C@@H]1[C@@H]2C(=O)N(C3CCCCC3)C(=O)[C@@H]2C2c3ccccc3C=CN21 (stereo partly specified)	-3.5	10.3	6.8	4.2	-1.9	0.3	14.6	.	-2.1	-2.8
Cc1ccc(C(C(=O)NCc2ccc(F)cc2)N(C(=O)c2csnn2)C2CC2)cc1 (stereo unspecified)	10.5	-10.3	-12.3	-3.1	-1.4	-3.3	-1.8	5.6	-7.4	4.3
Clc1ccc(CN2CCCCCC2)cc1	-6.0	6.8	-4.5	0.9	-2.7	-1.0	-4.2	0.6	-3.6	2.2

A second format for part of the listing above.
SMILES | ARFGAP1 inh | mABHD4 FP | GC-B act | Rev-erbA mod | PG9 Ab binder | SMARCA2 activ | rCAG RNA binder | HTRA1 inh | NPR1 activator | ASAP1 GAP inh
Cc1ccccc1OCC(O)CN1CCCCC1 (stereo unspecified) | 0.8 | 5.7 | -1.2 | -1.2 | 2.1 | -5.5 | -1.5 | -1.8 | 2.9 | 2.6
CCc1cccc(NC(=O)C2CCCN2S(=O)(=O)c2cccc3cccnc23)c1 (stereo unspecified) | 1.9 | 1.1 | -2.1 | 4.4 | 0.3 | -2.0 | -1.7 | -7.4 | -4.2 | -3.7
CSc1ccc(Cl)c(C(=O)NNC(=O)c2csc(N3CCOCC3)n2)c1 | -6.2 | 6.7 | -3.0 | 3.3 | 2.3 | -1.6 | 2.5 | -2.5 | -2.8 | -0.3
COc1ccc2cc(-c3[nH]ncc3CN3C[C@@H]4CCC[C@H]3C4)ccc2c1 | -1.6 | 1.0 | -3.8 | 2.7 | 0.6 | 7.0 | 7.5 | -16.4 | -14.9 | -12.0
